Autofluor 339: intrinsic fluorescence of library compounds, ex339/em460 – biochemical, MLSMR library, data from DPM-DC assay, artefact control, profiling panel. 65,000 tested, 5.5% active. AID 709, 2007. fluorescence fold increase at 10 µM. compound autofluorescence, ex339/em460 nm, NADH buffer; active compounds read high; 1 = no-compound wells, NADH background;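 active means at 10 µM, mean starting fluorescence two-fold or more over control wells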;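 further: signal is the first read of a kinetic run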
HTR1E agonist: 5-HT1E receptor agonists, primary screen, cell-based, HTS; 5-hydroxytryptamine receptor 1E (Homo sapiens), P28566; CHO 5-HT1E Ga15 NFAT-bla reporter, FRET; 0% DMSO wells, 100% control agonist wells; activation, % at 6 µM; 65,000 tested, 0.69% active;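 active means activation above a set limit, the screen-wide mean activation plus 3 SD, cut at about 8.5% in these data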;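 further: 100% = positive control agonist at 1 µM giving full maximal response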
5HT1E antag: 5-HT1E receptor antagonists, primary screen, cell-based, HTS; inhibition, % at 6 µM; CHO 5-HT1E Ga15 NFAT-bla reporter, FRET, antagonist; 65,000 tested, 0.99% active;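 active means inhibition above a set limit, the mean inhibition across every tested compound plus 3 SD, cut at about 29% in these data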;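 further: signal is the 460 over 535 nm emission ratio of beta-lactamase substrate; 0% = agonist plus DMSO wells and 100% = wells without agonist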
5-HT1A blocker: human 5-HT1a receptor antagonists, primary screen, cell-based, CHO, Ga15 NFAT-bla reporter; 62,000 tested, 0.68% active; CHO 5-HT1a Ga15 NFAT-bla reporter, antagonist mode; inhibition, % at 10 µM;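 active means inhibition above the mean of all tested compounds plus 3 SD, cut at about 43% in these data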;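 further: receptor stimulated by 5-CT agonist at 100 nM near EC80; beta-lactamase reporter measured by ratiometric fluorescence of a cleavable substrate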
Her2 expr inh: inhibitors of Her2 protein expression, primary screen, SKBR-3 cells, AlphaScreen, 66K library. Receptor tyrosine-protein kinase erbB-2 (Homo sapiens), P04626. SKBR-3 HER2 protein level, 18-24 h; active compounds read low. HER2 level % of control, % at 10 µM. 65,000 tested, 0.69% active;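 active means HER2 level under 5% of the carrier-only control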;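 further: 100% = DMSO carrier and 0% = 500 nM PU-H71 HSP90 inhibitor; lower value means stronger loss of Her2 protein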
MMP-13 inhibitor: human MMP13 inhibitors, primary screen, biochemical, FRET peptide cleavage; 65,000 tested, 0.07% active; MMP-13 fTHP FRET cleavage, Mca fluorescence; Collagenase 3 (Homo sapiens), P45452; inhibition, % at 4 µM;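 active means inhibition above the mean of compound-free control plate wells plus 3 SD, cut at about 14% in these data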;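 further: 0% = DMSO wells and 100% = wells with reference MMP-13 inhibitor after basal subtraction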
S1P3 agonist: human S1P3 receptor agonists, primary screen, cell-based, primary and confirmation, NFAT-BLA reporter. Sphingosine 1-phosphate receptor 3 (Homo sapiens), Q99500. S1P3 NFAT-BLA reporter cells, agonism, FRET ratio; relative to 1 µM S1P, basal subtracted. activation, % at 4.5 µM. 60,000 tested, 0.1% active;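 active means activation above the screen-wide mean plus 3 SD, cut at about 4.5% in these data, passing the limit was not always enough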; further: some compounds called inactive have numbers as strong as hits
Target sequence (Q99500 whole entry, looked up): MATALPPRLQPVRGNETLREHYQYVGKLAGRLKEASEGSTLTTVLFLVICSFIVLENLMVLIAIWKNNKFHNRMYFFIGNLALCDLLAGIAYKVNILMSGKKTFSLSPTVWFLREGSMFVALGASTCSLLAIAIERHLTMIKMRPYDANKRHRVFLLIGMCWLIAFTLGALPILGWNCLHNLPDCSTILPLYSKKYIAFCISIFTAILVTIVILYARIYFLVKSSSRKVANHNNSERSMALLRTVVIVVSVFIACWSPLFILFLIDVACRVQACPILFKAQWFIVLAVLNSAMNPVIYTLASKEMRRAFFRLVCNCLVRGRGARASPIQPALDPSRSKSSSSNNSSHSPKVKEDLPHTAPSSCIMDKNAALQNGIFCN
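material = human S1P3 NFAT-BLA reporter CHO cells | schedule = 4 h compound at 37 °C, 2 h substrate at RT | measured by = fluorescent BLA substrate, ex 405 nm, em 460/535 nm ratio | controls = 1 µM S1P reference | replication = primary once, confirmation triplicate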
Abs 340nm: compound light absorbance at 340 nm, profiling panel, artefact control, biochemical, MLSMR library, data from PS, PMK, MK assays; AID 708, 2007; fold change at 10 µM; 65,000 tested, under 10 active; compound absorbance at 340 nm, fold over control;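 active means at 10 µM dose, initial 340 nm absorbance at least 2 fold that of control wells; inactive means change under 2 fold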;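 further: initial absorbance extrapolated from kinetic A340 decline of NADH oxidation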
S1P1 ag-PAM: S1P1 agonists and agonism potentiators, primary screen, cell-based, primary and confirmation screens, CRE-bla reporter | Sphingosine 1-phosphate receptor 1 (Homo sapiens), P21453 | S1P1 CRE-bla cells, forskolin, beta-lactamase FRET, potentiator mode; S1P1 agonist co-added at EC20, 2 nM; 100% = saturating reference agonist, 0% = basal | activation, % at 9.5 µM | 56,000 tested, 0.57% active;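 active means activation above a cutoff set at the mean activation of all tested compounds plus 3 SD, cut at about 54% in these data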;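 further: forskolin at 4 µM as EC80 and the EC20 agonist is SEW2871; 100% = SEW2871 at its EC100 plus forskolin at EC80; some compounds past the cut are filed as inactive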
Target sequence (P21453 whole entry, looked up): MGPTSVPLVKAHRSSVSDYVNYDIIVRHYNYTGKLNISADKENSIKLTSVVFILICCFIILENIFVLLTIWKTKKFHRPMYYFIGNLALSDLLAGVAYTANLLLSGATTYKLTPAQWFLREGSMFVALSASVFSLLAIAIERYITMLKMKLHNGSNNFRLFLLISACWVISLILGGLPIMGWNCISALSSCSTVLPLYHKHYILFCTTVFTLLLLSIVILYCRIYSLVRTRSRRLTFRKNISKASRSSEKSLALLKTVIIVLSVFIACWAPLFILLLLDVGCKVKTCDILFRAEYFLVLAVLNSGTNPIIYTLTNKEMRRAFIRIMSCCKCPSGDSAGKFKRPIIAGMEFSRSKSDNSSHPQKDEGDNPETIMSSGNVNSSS
The depositor's hits bear a star; nt = no result given; [ ] = remark or other dose.

SMILES	Autofluor 339	HTR1E agonist	5HT1E antag	5-HT1A blocker	Her2 expr inh	MMP-13 inhibitor	S1P3 agonist	Abs 340nm	S1P1 ag-PAM
N#Cc1cc2ccccc2nc1SCC(=O)Nc1ccccc1N1CCOCC1	1	-1.2	-1	-4	106	4	nt	1	nt
CCOc1ccc(-c2nnc(-c3snc(-c4ccc(F)cc4)c3N=CN(C)C)o2)cc1	3.8*	0.0	-3	4	88	-2	-0.5	1.1	2
Cc1ccc2c(c1)C(c1ccc(F)cc1)N(C(=O)C1CC1)CC(=O)N2 (configuration not stated)	1	0.8	-3	7	48	5	-0.6	1	-31
C=CCSc1nnc2c(n1)OC(c1cccnc1)Nc1ccccc1-2 (configuration not stated)	1	-0.1	17	9	93	-5	-0.9	1.1	6
CCOC(=O)N1CCN(C(=O)Cc2ccsc2)CC1	1.1	-1.3	0	10	82	-2	-1.7	1	7
CCCCC(CC)CNC(=O)C1CCCN(S(=O)(=O)c2cnc[nH]2)C1 (configuration not stated)	1	-0.2	-3	-10	88	-1	-0.2	0.99	0
C=CCn1c(-c2ccc(Cl)cc2)c[nH]c1=S	1.1	0.1	-6	9	111	2	0.7	1	-1
Cc1c(C)[n+](=O)c(-c2cccs2)c(C)n1[O-]	1.2	0.0	1	-4	100	6	-1.4	1.1	nt
COc1ccc(C2=NOC(C(=O)N3CCCc4ccccc43)C2)cc1 (configuration not stated)	1.1	0.4	0	8	135	-1	0.6	1	28
O=C(Nc1ccccc1Cl)c1cccs1	1	0.1	5	-8	81	5	-0.9	1	-6
CC(C)(Oc1ccc(Cl)cc1)C(=O)Nc1cccnc1	1.1	0.7	2	2	88	3	-0.9	1.1	1
O=C1C=C(N2CCN(C(=O)c3ccccc3)CC2)C2(CCCCC2)O1	1.1	0.5	-7	9	172	-1	-0.9	1	4

Compound profiles, from the list above. Values in the order: Autofluor 339 | HTR1E agonist | 5HT1E antag | 5-HT1A blocker | Her2 expr inh | MMP-13 inhibitor | S1P3 agonist | Abs 340nm | S1P1 ag-PAM
Shown for `O=C1C=C(N2CCN(C(=O)c3ccccc3)CC2)C2(CCCCC2)O1` → 1.1 | 0.5 | -7 | 9 | 172 | -1 | -0.9 | 1 | 4
Shown for `N#Cc1cc2ccccc2nc1SCC(=O)Nc1ccccc1N1CCOCC1` → 1 | -1.2 | -1 | -4 | 106 | 4 | nt | 1 | nt

(next part)
SMILES	Autofluor 339	HTR1E agonist	5HT1E antag	5-HT1A blocker	Her2 expr inh	MMP-13 inhibitor	S1P3 agonist	Abs 340nm	S1P1 ag-PAM
CCOC(=O)N1CCN(C(=O)CSc2nnc(COc3ccccc3)o2)CC1	1	0.7	2	-2	100	-2	1.2	0.99	-16
CCN1CCN(c2nc3c(c(=O)[nH]c(=O)n3C)n2CCSc2nc3ccccc3s2)CC1	1.1	-0.7	-8	-14	91	-2	0.9	1	-25
Cc1cc(=O)[nH]c(Nc2c(C)n(C)n(-c3ccccc3)c2=O)n1	1.1	-0.1	9	11	100	0	-1.1	1.1	-3
COc1ccc(S(=O)(=O)N2CCN(C(=O)c3c(C)nn(-c4ccccc4)c3Cl)CC2)cc1	1.1	-0.6	17	1	98	2	-1.3	1	9
CCCS(=O)(=O)N1CCN(Cc2ccc(OCc3ccccc3)c(OC)c2)CC1	1	-1.2	15	17	238	-7	-1.1	1	35
CCC(OC(=O)c1cccs1)C(=O)NCc1ccco1 (configuration not stated)	1	0.0	4	-3	79	1	-1.2	0.98	-19
O=C(C1CCN(S(=O)(=O)c2cccnc2)CC1)N1CCN(c2ccc(Cl)cc2)CC1	1	0.0	3	-11	103	6	nt	1	nt
CCOC(=O)C1CCN(S(=O)(=O)c2ccc3c4c(cccc24)C(=O)N3)CC1	2.1*	0.5	2	4	115	-103[fluorescence artefact?]	0.2	1.1	6
O=C(c1nsc(Cl)c1Cl)N1CCCCC1	1.1	-0.1	2	2	118	0	-0.5	1.1	-22
COC(=O)CCC(=O)Nc1ccc(S(=O)(=O)N2CCCCCC2)cc1	1.1	-0.6	-2	4	76	-3	-0.7	0.98	-21
O=C(NCCN1CCOCC1)c1cc(-c2ccccc2)on1	1.1	0.3	2	6	61	-2	-0.3	1	-52
Cc1nnc(Nc2ccc3c(c2)OCO3)c2ccccc12	1.1	0.7	1	1	78	1	-0.6	1.1	nt
O=C(CNC(=O)c1ccc(Cl)cc1Cl)NCC(=O)Nc1ccccc1N1CCOCC1	1.1	-0.1	6	7	106	-1	-1.5	1	9
CN1CCc2c(C#N)c(N3CCCCC3)nc(N3CCOCC3)c2C1	1.6	-0.2	-1	nt	95	-17	-2.2	1.1	4
CNC(=O)c1c(N)sc2c1CCCCC2	1.2	-0.3	-7	-1	82	-2	0.1	1	-13
C=CCNC(=O)CCCCC(=O)NCC=C	1.1	-0.7	-3	-2	90	-2	-1.1	1	7
COc1ccc(C2N3CC4(C)CN2CC(C)(C3)C4)cc1OC (configuration not stated)	1.1	-0.9	-1	-13	91	4	nt	1	nt
O=C(O)c1cccnc1SC1CC(=O)N(Cc2ccccc2)C1=O (configuration not stated)	1.1	0.1	-9	-2	52	2	-0.2	1	nt
CCCC(CCC(=O)Nc1ccc(C(=O)OCC)cc1)C(=O)O (configuration not stated)	1.1	-0.2	-12	nt	113	0	-3.6	1	2
CCOC(=O)N1CCN(C(=O)CC(C(=O)N2CCc3ccccc32)n2ccnc2)CC1 (configuration not stated)	1.1	-0.3	4	8	87	-12	-0.7	1	-17
COc1ccc(Cl)c(Cn2c(NCc3ccccn3)nc3c2c(=O)n(C)c(=O)n3C)c1	1.1	0.2	22	6	67	8	-0.3	1	nt
COc1ccc(N2C(=O)CC(Nc3ccc(N4CCOCC4)cc3)C2=O)c(OC)c1 (configuration not stated)	1.1	-0.9	-7	-12	85	5	nt	1	nt
CCOc1ccc(S(=O)(=O)N(CC(=O)N2CCc3ccccc32)Cc2ccco2)cc1	0.98	-0.8	1	-1	75	-1	0.3	1	14
CCOc1ccc(NC(=O)N(CCC(C)C)C(C)c2ccco2)cc1 (configuration not stated)	1.1	-0.4	10	4	91	-3	-0.3	0.99	19
Cc1cccc(N2CCN(S(=O)(=O)c3ccc4c(c3)n(C)c(=O)c(=O)n4C)CC2C)c1 (configuration not stated)	1.4	-0.3	4	7	79	0	-0.6	1	2
CCOCC(=O)N1CCCC(C(=O)OCC)C1 (configuration not stated)	1.1	-0.4	-6	2	106	0	0.2	1	-16
Nc1c(S(=O)(=O)c2cccs2)c2nc3ccccc3nc2n1Cc1cccs1	3.9*	0.4	15	-4	44	-180[fluorescence artefact?]	0.6	1.1	10
O=C(CN1C(=O)NC2(CCOc3ccccc32)C1=O)Nc1ccc2c(c1)OCCO2 (configuration not stated)	1.1	-1.0	8	0	94	0	0.1	1	12
COc1cc(C2Nc3ccccc3C(=O)N2c2ccccc2OC)ccc1O (configuration not stated)	5.1*	0.0	3	-13	170	-51	0.5	1	-1
CCOc1ccccc1OCC(=O)Nc1ccc(S(=O)(=O)N(C)C)cc1	0.9	-0.7	-3	-8	134	0	-0.8	1	-4
Cc1ccccc1-c1nnc(-c2ccc(Br)cc2)o1	1.1	0.3	10	13	91	-14	-1.4	1	19
CCc1ccc(NC(=O)CSc2nnc(CNC(=O)c3c(F)cccc3Cl)o2)cc1	1.1	-0.9	-2	-2	127	3	nt	1	nt
Cc1nc2sc(C(c3cccs3)N3CCC(C(N)=O)CC3)c(O)n2n1 (configuration not stated)	0.96	0.7	-5	-7	124	-1	-0.7	1	-9
Cc1c(N=C2NC(=O)C(CC(=O)Nc3ccccc3)S2)c(=O)n(-c2ccccc2)n1C (configuration not stated)	1.1	-0.5	1	-1	77	4	0.1	1	-23
CCCC(=O)Nc1ccccc1-c1nnc(SC)[nH]c1=O	1.1	0.3	6	3	nt	5	-0.7	1.1	-8
O=C(NCCOc1ccccc1)c1cc2ccccc2o1	1.1	-0.6	-5	-2	96	4	-0.6	0.99	nt
CCOC(=O)N1CCN(c2c(N3CCN(c4cccc(C(F)(F)F)c4)CC3)c(=O)c2=O)CC1	1.1	-0.2	0	2	97	12	-0.7	1	8
O/N=C(\c1ccc(Cl)cc1)c1cc2ccccc2o1	1.1	-1.5	13	18	84	-3	-1.0	1	-8
Cc1cc(C)n2nc(Nc3ccccc3)cc2n1	1.4	0.2	3	22	62	-12	nt	1.1	nt
CC(C)CC(c1nnnn1CC1CCCO1)N1CCN(Cc2ccc3c(c2)OCO3)CC1 (configuration not stated)	1	-0.5	-4	6	126	-2	0.4	0.97	-6
CC(C)(C)OC(=O)NCc1nc(N)n[nH]1	1	0.9	20	-1	84	3	nt	1	nt
CN(C)CCCCCNCCCNC(=O)/C=N\O	1.1	-0.5	-8	4	87	2	-1.4	1	5
CCc1ccccc1NC(=O)c1ccoc1C	1.1	-1.7	-6	5	73	2	-0.9	1	-9
CC(OC(=O)c1ccccc1NCc1ccco1)C(=O)Nc1ncc(Cl)cc1Cl (configuration not stated)	2.2*	-0.3	-6	19	89	-130[fluorescence artefact?]	nt	1.1	nt
Cc1cccc(OCc2nnc(SCC(=O)Nc3ccc(C)c(Cl)c3)o2)c1	1.1	0.0	-8	-8	117	-1	-0.8	1	-6
O=C(N1CCOCC1)N1CCC(n2nnc3ccccc32)CC1	1.1	0.0	1	-8	109	-6	1.1	0.98	8
COc1ccc(-c2cc3nc(-c4ccccc4)cc(N4CCC5(CC4)OCCO5)n3n2)cc1	4.8*	-0.2	8	3	105	-477[fluorescence artefact?]	-0.6	1	-12
CCC(C)C(NC(=O)c1ccccc1NC(=O)c1ccc(OC)cc1)C(=O)NCc1ccco1 (configuration not stated)	1.9	2.8	-14	16	95	-5	-0.9	1	-2
CC1(C)CC(=O)C2=C(C1)Oc1ncn(CCCn3ccnc3)c(=N)c1C2c1ccccc1 (configuration not stated)	1.1	-0.5	-3	0	94	0	-0.5	1	-1
CCc1c(C)nc2cc(-c3cccs3)[nH]n2c1=O	2.1*	0.6	0	18	103	-42	-1.9	1	-23
CN(C)S(=O)(=O)N1CCN(S(=O)(=O)c2ccc(F)cc2)CC1	1	0.4	-2	0	133	-1	0.2	1	nt
CCCCCCc1nc2ccccc2c(=O)n1N	1.1	0.2	0	-6	218	1	1.2	1	-11
CCOC(=O)CNC(=O)c1c(C)nn(-c2ccccc2)c1Cl	1.1	-0.3	8	4	112	3	-0.5	0.99	12
NC(=O)c1oc2ccccc2c1NC(=O)c1nc2ccccc2s1	2.6*	-0.7	2	13	125	5	-1.6	1.1	2
Cc1nc2sc(C)c(C)c2c(=O)o1	1.1	0.3	4	nt	100	-4	2.0	1	-4

Assay outcomes deposited in PubChem BioAssay by several laboratories.
